# HBB splicing = alters splicing of the hemoglobin beta chain; HBB splicing reporter cell assay, activation; EGFP reporter with mutant IVS2-654 intron; response scale: normalised to 500 nM splice-correcting PNA; Potency, µM (doses to about 46.1 µM), for inactives: at the highest dose activation, usual class: activators; 0.06% of 65,000 active; AID 925; note: potency is the fitted concentration of half-maximal effect; 0% is about no effect
#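 Compounds were applied for 2 days to HeLa EGFP-654 cells, 500/well in Optimem with 2% FCS. The reporter's EGFP is disrupted by mis-splicing of beta-globin intron IVS2-654. Readout: summed well GFP fluorescence from 488 nm laser scanning; reference was 500 nM antisense […] 654 PNA.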
# Hsp90 Hop PPI = changes Hsp90-Hop TPR2A binding signal, up or down; AlphaScreen TPR2A-His6 binding biotin-Hsp90 C-terminal peptide; Potency, µM (highest dose often 57 µM), without a hit: at the top dose activity change, negative = inhibition; 0.44% of 71,000 active; active = well fitted curve in either direction with a large enough effect; inconclusive = small, poorly fitted or top-dose-only effect, or another doubt; note: potency is the fitted concentration of half-maximal effect; % is set by controls: 0 for no effect and ±100 for the full control effect; many of its hits are not listed in these tables
# ALOX15 inhib = inhibitors of human 15-lipoxygenase (ALOX15); P16050; purified 15hLO-1, xylenol orange hydroperoxide absorbance; Potency, µM (series often up to 57.1 µM), for the others: at the top dose activity change, negative = inhibition, usual class: inhibitors; 1.4% of 74,000 active; AID 887; note: potency is the fitted concentration of half-maximal effect; % is set by controls: 0 for no effect and ±100 for the full control effect; nearly all actives have a fitted effect of over 55% in size
# Target sequence (P16050 whole entry, looked up): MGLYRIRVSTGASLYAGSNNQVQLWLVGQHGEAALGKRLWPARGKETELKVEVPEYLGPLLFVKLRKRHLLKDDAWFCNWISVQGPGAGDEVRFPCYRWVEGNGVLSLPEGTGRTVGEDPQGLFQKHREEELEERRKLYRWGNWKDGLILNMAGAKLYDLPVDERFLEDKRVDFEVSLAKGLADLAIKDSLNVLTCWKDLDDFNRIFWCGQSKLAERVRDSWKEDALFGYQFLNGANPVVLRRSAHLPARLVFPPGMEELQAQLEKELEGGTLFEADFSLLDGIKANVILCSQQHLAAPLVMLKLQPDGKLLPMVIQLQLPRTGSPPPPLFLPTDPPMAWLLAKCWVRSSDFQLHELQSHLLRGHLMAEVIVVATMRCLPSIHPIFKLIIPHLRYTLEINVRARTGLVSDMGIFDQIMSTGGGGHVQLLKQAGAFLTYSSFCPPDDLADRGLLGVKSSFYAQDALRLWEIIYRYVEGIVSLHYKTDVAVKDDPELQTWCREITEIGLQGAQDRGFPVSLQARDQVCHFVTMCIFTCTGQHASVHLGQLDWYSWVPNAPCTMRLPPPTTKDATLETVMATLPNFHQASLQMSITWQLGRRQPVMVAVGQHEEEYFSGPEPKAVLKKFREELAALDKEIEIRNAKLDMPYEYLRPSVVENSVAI
#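 Purified human 15hLO-1 (40 nM final) in 25 mM Hepes pH 7.5, 0.01% Triton X-100 was preincubated with compound 15 min at room temperature, then reacted 6 min with 50 uM arachidonic acid; hydroperoxide detected by Fe-XO, 573/405 nm absorbance ratio.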
# HADH2 inh = blocks human hydroxyacyl-CoA dehydrogenase type II; Q99714; recombinant HADH2, NADH fluorescence, beta-hydroxybutyryl-CoA; Potency, µM (titrated, usually from 57.1 µM), for inactives: top-dose activity change, negative = inhibition, usual class: inhibitors; 3.4% of 73,000 active; note: potency is the fitted concentration of half-maximal effect; % is set by controls: 0 for no effect and ±100 for the full control effect; nearly all actives have a fitted effect of over 60% in size; many of its hits are not listed in these tables
# Target sequence (Q99714 whole entry, looked up, one chain of several): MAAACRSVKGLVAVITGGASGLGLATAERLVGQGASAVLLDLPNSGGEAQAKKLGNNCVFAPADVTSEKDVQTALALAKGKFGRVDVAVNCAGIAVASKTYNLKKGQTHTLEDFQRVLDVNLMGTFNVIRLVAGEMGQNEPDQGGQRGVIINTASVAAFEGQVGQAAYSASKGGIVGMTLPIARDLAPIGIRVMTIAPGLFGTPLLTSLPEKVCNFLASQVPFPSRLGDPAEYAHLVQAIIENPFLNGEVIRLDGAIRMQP
#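 NADH fluorescence (ex 360/em 450 nm) read every 30 s for 4 min; activity taken as last-minus-first time point difference. Enzyme 20 nM, NAD+ 1 mM, beta-hydroxybutyryl-CoA 90 uM, pH 9.0 Tris buffer.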
# 4MU fluor = compound fluoresces in the 4-MU spectral region. 11% of 59,000 active. compound autofluorescence, 340/450 nm, 4-MU equivalents; active compounds read high. max dye-equivalent concentration, M; in the data active = max dye-equivalent concentration above about 10 nM; inconclusive = mostly about 1.1 nM to 9.6 nM
#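 Compounds in 100 mM Tris, pH 8.0, incubated 15 min at room temperature, then fluorescence read at 340 nm excitation/450 nm emission. Signal converted to 4-MU dye-equivalent concentration using an on-plate six-point 4-MU standard curve.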
# Rhodamine autofl = compound fluoresces in the rhodamine spectral region; Rhodamine-region fluorescence, 547/598 nm, Tris buffer; active compounds read high; max dye-equivalent concentration, M; 0.05% of 59,000 active; in the data active = max dye-equivalent concentration above about 11 nM; inconclusive = between about 1.1 nM and that limit
#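 Compound fluorescence in 100 mM Tris, pH 8.0, read after 15 min at room temperature with 547 nm excitation and 598 nm emission. Output is dye-equivalent concentration from an on-plate rhodamine standard series.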
# Ub-GFP proteasome = ubiquitin-GFP accumulation via proteasome inhibition; Ubiquitin-GFP reporter cells, proteasome inhibition, GFP fluorescence; response scale: untreated = 0%, 10 µM MG-132 = 100%; AID 526; Potency, µM (titrated, usually from 45.9 µM), for the others: at the highest dose activation (GFP accumulation), hits mostly activators; 67,000 tested, under 10 active; active = well fitted activation curve with a large enough effect, not every such curve was filed as active; inconclusive = small, poorly fitted or top-dose-only effect, or another doubt; inactive = no such curve, though single readings can be large or run the other way; note: potency is the fitted concentration of half-maximal effect
#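 Proteasome block read as GFP accumulation: ubiquitin(G76V)-GFP U2OS cells exposed to compound (2.9 nM–46 uM) for 4 hr at 37 C. Normalization used untreated cells as 0% and 10 uM MG-132 as 100%; concentration-response curves fitted.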
# Fluorescein autfl = fluorescein region autofluorescence | Compound autofluorescence, 480/540 nm, fluorescein-equivalent; active compounds read high | max fluorescein-equivalent concentration, M | 0.91% of 59,000 active; in the data active = max fluorescein-equivalent concentration above about 10 nM; inconclusive = between about 1.1 nM and that limit
#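 Normalized response (dye-equivalent concentration) derives from comparing each well's 540 nm emission, under 480 nm excitation, with plate-resident fluorescein standards. Compounds were held in 100 mM Tris, pH 8.0, for 15 min at room temperature.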
# Texas Red fluor = compounds fluorescent in Texas Red spectral region. Compound fluorescence, Texas Red channel, 547/618 nm; active compounds read high. max dye-equivalent concentration, M. 0.06% of 59,000 active; in the data active = max dye-equivalent concentration above about 10 nM; inconclusive = between about 1.1 nM and that limit
#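 Compound titrations in 100 mM Tris pH 8.0 were incubated 15 min at room temperature and read at 547 nm excitation / 618 nm emission. Texas Red six-point standard curve on each plate converted fluorescence to dye-equivalent concentration.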
# DNA Pol III inh = DNA polymerase III holoenzyme inhibition. reconstituted DNA polymerase III holoenzyme replication, biochemical. Potency, µM (doses to about 57.1 µM), without a hit: at the highest dose activity change, negative = inhibition. 0.25% of 71,000 active; note: potency is the fitted concentration of half-maximal effect; % is set by controls: 0 for no effect and ±100 for the full control effect
#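 Reconstituted *E. coli* holoenzyme (0.35 nM Pol III, 1 nM beta, 154 nM SSB, 2 nM primase) was preincubated with compound for 15 min at RT. Synthesis on 1.4 nM ssM13Gori ran 35 min, then was stopped with PicoGreen/EDTA and read as dsDNA fluorescence.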
# Epigenetic mod = epigenetic modulators derepressing GFP locus in mouse cells. mouse C127i GFP locus derepression, cytometry, 30 h. Potency, µM (top dose mostly 46.1 µM), for inactives: at the top dose GFP derepression (activation). 0.09% of 68,000 active. AID 597; note: % of control where 0% means no effect
#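 Derepression screen: silenced CMV-GFP reporter in murine C127i cells, 30 h compound incubation at 37 C, washed cells imaged by laser-scanning cytometer to enumerate GFP-expressing objects of 20 to 120 um.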
# Starred values were filed as active, the others as inactive; i = inactive; ? = inconclusive; / = no result given; [ ] = another dose, or the depositor's remark. Unless noted, calls come from the whole dose curve; as a rule, active = well fitted curve in the direction sought with a large enough effect; inconclusive = small, poorly fitted or top-dose-only effect, or another doubt; inactive = no such curve, though single readings can be large; an effect the other way counts as inactive or inconclusive.
# Values in the order: Ub-GFP proteasome | Rhodamine autofl | ALOX15 inhib | Fluorescein autfl | HADH2 inh | Hsp90 Hop PPI | Epigenetic mod | 4MU fluor | HBB splicing | Texas Red fluor | DNA Pol III inh
CC(NC(=O)c1ccc(=O)oc1)c1ccccc1 (stereo unspecified)
→ / | i | / | ? | / | / | -4%[20.6 µM] | 2e-08M* | / | i | /
O=C(CCn1nc(-c2ccccc2)ccc1=O)N1CCCC1
→ -7% | i | -6% | ? | -5% | -1% | 0% | i | 1.9% | ? | 0%
CCN(CC)C(=O)CSc1nnc(-c2cccs2)n1Cc1ccco1
→ -2% | i | 1% | i | 7% | -3% | -2% | i | -0.2%[57.5 µM] | i | -4%
Cc1cc(N2CCOCC2)nc2cc(O)ccc12
→ -3% | / | ? | / | 25µM* | -4% | / | / | -0.4% | / | -6%
O=c1oc2cc(O)ccc2c2c1CCCC2
→ -2% | i | -7% | i | 3.2µM* | 3% | 5% | 9.7e-06M* | -0.3% | ? | -11%
Cc1ccc(SC/C(O)=C(\C#N)c2nc3ccccc3s2)cc1
→ 9% | i | -5% | ? | / | -1% | -2% | ? | -2.8% | i | -4%
Cc1c(C(=O)N2CCOCC2)[nH]c2c1C(=O)CC(c1ccc(Cl)cc1)C2 (stereo unspecified)
→ -8% | i | -6% | ? | 5% | 6% | 3% | i | -1.1% | i | -10%
NCCCCCc1nnc(SCC(=O)Nc2cccc(Cl)c2)o1
→ 1% | i | 5% | i | 10% | -2% | 5% | i | 2.3%[57.5 µM] | ? | -1%
CCCOc1cc(C)c(S(=O)(=O)N2CCN(C)CC2)cc1C
→ 1% | i | 4% | i | 4% | -3% | 0% | i | -1.9% | i | 2%
COc1ccc(NC(=O)N2CCC3(CC2)CCN(C(=O)c2ccco2)CC3)cc1
→ 2% | i | 9% | i | 7% | -4% | 2%[9.22 µM] | i | -0.4% | i | 14%
CC1(C)CC(=O)C2=C(C1)OC1=C(C(=O)CC(C)(C)C1)C2c1ccc(O)cc1O
→ -18%[9.17 µM] | / | 3.2µM* | / | 4µM* | -7%[11 µM] | 0% | / | -5.0%[0.0738 µM] | / | 10%[11.4 µM]
Cc1ccc(N(CC(=O)NCc2ccc3c(c2)OCO3)S(=O)(=O)c2c(C)noc2C)cc1
→ -12% | / | 1% | / | 6% | ? | 3% | / | -0.9% | / | -13%
O=C(Nc1cccc(Cl)c1Cl)C1CCN(c2ncccn2)CC1
→ -4% | i | 6% | i | 4% | 0% | -1% | i | / | i | -6%
O=S(=O)(NCCc1csc(-c2cccnc2)n1)c1ccc2c(c1)OCCO2
→ -11% | / | 5% | / | -15% | 5% | / | / | 0.5% | / | -2%
N#Cc1nc(-c2ccc(OCc3ccc(Cl)cc3)cc2)oc1N1CCC(C(N)=O)CC1
→ -4% | i | -15% | i | -23% | -5% | 4% | ? | 7.5%[0.369 µM] | i | -6%
CC1(C)C(=O)OC(C(=O)c2ccccc2)C(C)(C)C1=O (stereo unspecified)
→ -9% | / | 12% | / | 5% | -2% | 8% | / | -1.6% | / | -7%
CCCc1nnc(NC(=O)CNc2ccc(F)cc2)s1
→ 29% | / | -1% | / | -3% | -1% | -2% | / | 0.1% | / | 1%
CC(=O)Oc1ccc(N2C(=O)CC(N3CCOCC3)C2=O)cc1 (stereo unspecified)
→ 20%[9.17 µM] | / | 7%[11.4 µM] | / | ? | -5%[11 µM] | 2% | / | 0.2%[0.0738 µM] | / | 3%[11.4 µM]
COc1nc(N2CCCCCC2)nc(N2CCCCCC2)n1
→ -2% | i | 4% | ? | 8% | 0% | 4% | i | -3.8% | i | -3%
O=S(=O)(NCCSc1nc2ccccc2o1)c1ccccc1
→ 19% | / | -4% | / | -7% | 4% | 1% | / | -4.4% | / | -1%
CCNc1nc(NCC)nc(OCCNS(=O)(=O)c2cc(C)ccc2C)n1
→ 4% | / | -3% | / | 7% | -1% | 0% | / | -0.2%[9.22 µM] | / | -2%
CCOC(=O)C1CCN(S(=O)(=O)c2ccc3[nH]c(=O)oc3c2)CC1
→ 10% | / | 4% | / | -2% | -1% | / | / | -1.4% | / | 0%
Nc1nc(N2CCN(C/C=C/c3ccccc3)CC2)nc2ccccc12
→ -3% | i | -16% | i | 6% | 0% | 3% | 2.1e-08M* | 1.9%[1.84 µM] | i | 0%
COC(=O)NCCOC(=O)N(O)c1ccc(Br)cc1
→ -5% | i | -2% | i | -15% | -4% | 0% | i | -0.7% | i | 1%
Cc1cc(C)nc(SC2CCCCC2O)n1 (stereo unspecified)
→ 0% | i | -7% | i | 9% | -2% | 1% | ? | -0.5% | i | 3%
O=C(CC1NC(=O)NC1=O)NC1(C(=O)NC2CCCCC2)CCCCC1 (stereo unspecified)
→ -11% | i | 7% | i | 4% | -4% | 2% | i | -4.6% | i | -4%
c1ccc(-c2csc(-n3cnnn3)n2)cc1
→ -3% | i | 17% | i | -10% | 0% | 1% | i | -0.2%[57.5 µM] | i | -1%
CC(Sc1nnc(-c2ccc(Cl)cc2)n1C)C(N)=O (stereo unspecified)
→ -9% | i | 14% | i | 4% | -3% | 4% | i | 0.1%[57.5 µM] | i | -4%
CCOC(=O)c1c(NC(=O)CSc2n[nH]c(N)n2)sc(CC)c1C
→ -16% | i | -10% | i | 3% | 1% | 0% | i | -1.4% | ? | -7%
COC(=O)C1(C)C=CC2(CCCCC2)N1C(=O)c1ccccc1 (stereo unspecified)
→ / | / | 5% | / | -4% | -5% | / | / | 0.1% | / | -2%
COc1cc(C(=O)Nc2ccc3c(c2)OCCO3)ccc1OC(C)C
→ 0% | i | 1% | i | 3% | 0% | -1% | i | -1.9% | ? | -7%
CCCCCCN(C(=O)CCCCCN1C(=O)NC(C2CC2)C(C(=O)OCc2ccccc2)=C1C)C(C(=O)NCCCC)c1ccc(OCC(=O)OC)c(C(=O)OC)c1 (stereo unspecified)
→ / | / | -25% | / | 10% | -7% | / | / | -2.1% | / | 2%
CC(=O)Nc1nc(C(=O)Nc2c(C)n[nH]c2C)cs1
→ 1% | i | 1% | i | 10% | -1% | -1% | i | / | i | -4%
Cc1nc(Nc2ccncc2)c2oc3ccccc3c2n1
→ 2% | i | 12% | ? | ? | -3% | 3% | i | -1.6%[57.5 µM] | i | -17%
CCCN(CCO)Cc1cccc(Cl)c1
→ 2% | i | 5% | i | 6% | -4% | 0% | i | 0.2% | i | -3%
COc1ccccc1C1CC(c2ccc(Cl)cc2)Nc2nc(N)nn21 (stereo unspecified)
→ / | i | / | i | / | / | 0%[20.6 µM] | i | / | i | /
O=C(Cc1ccccc1)N[C@H](c1ccccc1)P(=O)(O)CO
→ / | i | -1% | ? | -2% | -3% | -4% | i | 5.0%[0.369 µM] | i | 2%
Cc1ccc(C)c2[nH]c(=O)c(CCNC(=O)c3ccc(S(=O)(=O)N(C)C)cc3)cc12
→ -6% | / | -6% | / | 6% | -2% | / | / | -0.3% | / | -6%
Cc1occc1-c1nnc(SCC(=O)N2CC(=O)Nc3ccccc32)n1CC(C)C
→ -3% | i | -6% | ? | -3% | -3% | -1% | ? | 0.5% | ? | 1%
O=C(NCCc1ccccc1)C1CCN(c2nc3ccccc3o2)CC1
→ 5% | i | -2% | i | -1% | -10% | 0% | i | -1.6% | ? | -2%
Nn1cnnc1SCC(=O)Nc1ccc2c(c1)OCCO2
→ 1% | i | -1% | i | 8% | -1% | 2% | i | / | ? | -1%
N[C@@H](Cc1c[nH]c2ccccc12)C(=O)O
→ 3% | i | -24% | ? | -1% | -10% | 2% | i | 0.7% | i | -2%
COc1ccc(C(=O)NCC(c2cccnc2)N2CCN(c3ccc(F)cc3)CC2)cc1OC (stereo unspecified)
→ 6% | / | -4% | / | 0% | -7% | / | / | -1.0% | / | -4%

# Quoted at random: 4 records from the list
# Values in the order: Ub-GFP proteasome | Rhodamine autofl | ALOX15 inhib | Fluorescein autfl | HADH2 inh | Hsp90 Hop PPI | Epigenetic mod | 4MU fluor | HBB splicing | Texas Red fluor | DNA Pol III inh
Cc1occc1-c1nnc(SCC(=O)N2CC(=O)Nc3ccccc32)n1CC(C)C
→ -3% | i | -6% | ? | -3% | -3% | -1% | ? | 0.5% | ? | 1%
CC(=O)Nc1nc(C(=O)Nc2c(C)n[nH]c2C)cs1
→ 1% | i | 1% | i | 10% | -1% | -1% | i | / | i | -4%
Cc1ccc(C)c2[nH]c(=O)c(CCNC(=O)c3ccc(S(=O)(=O)N(C)C)cc3)cc12
→ -6% | / | -6% | / | 6% | -2% | / | / | -0.3% | / | -6%
Nn1cnnc1SCC(=O)Nc1ccc2c(c1)OCCO2
→ 1% | i | -1% | i | 8% | -1% | 2% | i | / | ? | -1%

# Screening data as filed in PubChem BioAssay.

# The list is partial; count on the stated rates, not on these rows.
